PfG6PD inh: PfG6PD (Plasmodium falciparum) enzyme inhibition; PfGluPho enzyme, NADPH resazurin-diaphorase fluorescence; inhibition, % at 20 µM; 350,000 tested, 0.78% active;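 active = inhibition reaching at least a set limit at 20 µM in the primary screen, cut at about 59% in these data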;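 note: 0% = DMSO wells with substrate and 100% = DMSO wells lacking glucose-6-phosphate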
hIAP block: blocks human intestinal alkaline phosphatase | 330,000 tested, 0.12% active | AID 2544 | inhibition, % at 10 µM | P09923 | purified IAP, CDP-Star luminescence, 30 min;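 active = inhibition reaching a set limit with compound at 10 µM in the primary screen, cut at about 35% in these data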;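 note: plate controls were DMSO wells with enzyme for no effect and no-enzyme buffer wells for full effect; values of inactives mirror those of a sister screen read the other way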
HKDC1 inh: blocks human hexokinase HKDC1 activity | Q2TB90 | recombinant HKDC1, G6PDH/diaphorase resazurin coupled fluorescence | inhibition, % at 20 µM | 340,000 tested, 0.16% active | AID 493160;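 active = inhibition above about 35% when tested at 20 µM, limit read from the data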;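 note: plate controls were DMSO wells with enzyme for no effect and DMSO wells lacking enzyme for full effect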
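Incubation: 90 min at room temperature in dark / Material: recombinant HKDC1 (HK5) hexokinase enzyme, produced in-house / Quantity: enzyme 5 µg/mL final / Compound: one dose of 20 µM, 1% DMSO / Reagent: glucose and ATP substrates / Buffer or medium: Tris pH 8.0 buffer with MgCl2, Tween-20, BSA, BME / Technique: resorufin fluorescence at 613 nm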
hIAP act: increases human intestinal alkaline phosphatase activity. P09923. 330,000 tested, 0.16% active. activation factor at 10 µM. purified human IAP, CDP-Star luminescence, 30 min; stronger effect = higher value; 1 = vehicle-only enzyme, 0 = enzyme-free background;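 active = activation factor of the enzyme at least 2-fold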; note: the source names both 10 and 20 µM as test concentration; values of inactives mirror those of a sister screen read the other way
mIAP act: increases mouse intestinal alkaline phosphatase activity. muIAP, CDP-Star luminescence, 30 min; stronger effect = higher value; 1 = vehicle-only enzyme signal, 0 = enzyme-free wells. activation factor at 10 µM. 330,000 tested, 0.24% active;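 active = activation factor of at least 2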; note: the source names both 10 and 20 µM as test concentration; values of inactives mirror those of a sister screen read the other way
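System: mouse IAP enzyme. Reagent: CDP-Star chemiluminescent phosphatase substrate. Benchmarks: DMSO wells, no-enzyme wells. Times: 30 min enzyme-substrate-compound incubation at room temperature. Detection: luminescence from enzymatic CDP-Star hydrolysis. Doses: test compounds delivered from DMSO solution.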
mIAP block: blocks mouse intestinal alkaline phosphatase; purified mouse IAP, CDP-Star luminescence, 30 min; inhibition, % at 10 µM; 330,000 tested, 0.2% active; AID 2806;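 active = inhibition of at least 40% at 10 µM in the primary screen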;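 note: plate controls were DMSO with enzyme for no effect and no enzyme wells for full effect; values of inactives mirror those of a sister screen read the other way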
ATG4B inhibitor: ATG4B (human) cysteine protease inhibition | Q9Y4P1 | ATG4B cleavage of LC3-PLA2, NBD-HPC fluorescence, 1 h | inhibition, % at 8.33 µM | 340,000 tested, 0.51% active; in the data active = inhibition above about 40%
Target sequence (Q9Y4P1 whole entry, looked up): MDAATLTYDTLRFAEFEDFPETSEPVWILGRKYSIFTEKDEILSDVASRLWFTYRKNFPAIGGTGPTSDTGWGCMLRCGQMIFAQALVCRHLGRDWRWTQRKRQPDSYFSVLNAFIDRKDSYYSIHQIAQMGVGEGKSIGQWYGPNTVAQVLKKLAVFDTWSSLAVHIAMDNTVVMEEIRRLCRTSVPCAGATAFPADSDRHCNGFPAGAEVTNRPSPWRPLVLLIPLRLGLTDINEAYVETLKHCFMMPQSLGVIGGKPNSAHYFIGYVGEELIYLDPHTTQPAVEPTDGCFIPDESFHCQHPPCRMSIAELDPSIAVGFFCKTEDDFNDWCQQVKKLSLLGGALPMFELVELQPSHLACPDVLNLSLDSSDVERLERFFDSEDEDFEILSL
APOBEC3A inh: human APOBEC3A DNA deaminase inhibition; 330,000 tested, 0.41% active; AID 493011; P31941; inhibition, % at 20 µM; recombinant A3A, FAM/TAMRA ssDNA deamination fluorescence;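 active = at least 40% inhibition at 20 µM here, with at most 30% in a related deaminase screen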;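 note: plate controls were A3A with DMSO for no effect and wells lacking A3A enzyme for full effect; some results filed as inactive read as strong as hits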
Target sequence (P31941 whole entry, looked up): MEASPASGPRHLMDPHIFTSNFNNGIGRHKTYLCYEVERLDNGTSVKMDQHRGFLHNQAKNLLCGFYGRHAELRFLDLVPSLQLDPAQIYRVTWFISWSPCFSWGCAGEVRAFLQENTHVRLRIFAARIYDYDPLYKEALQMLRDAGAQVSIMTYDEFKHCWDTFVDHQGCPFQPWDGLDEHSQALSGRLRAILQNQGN
* hit, by the source's call; . = not tested or not shown.

Values in the order – PfG6PD inh	hIAP block	HKDC1 inh	hIAP act	mIAP act	mIAP block	ATG4B inhibitor	APOBEC3A inh
1	Cc1ccc(/C=C2\CCn3c2nc2cc(C(=O)O)ccc2c3=O)c(C)c1
 : -15	12	7	0.88	0.99	1	2	-1
2	CC(=O)Nc1cc(S(=O)(=O)Nc2cccc(C)c2)c(C)cc1C
 : 2	-15	2	1.1	0.99	1	-2	-4
3	CC(=O)Nc1cccc(-c2csc(N)n2)c1
 : -9	-16	-2	1.2	1.1	-6	-3	-5
4	CCCn1c(SCC(=O)NCCCN2CCCC2=O)nc2ccccc2c1=O
 : -3	-5	2	1.1	0.97	3	-2	-3
5	COc1ccc(S(=O)(=O)N2CCCC2CNC(=O)C(=O)Nc2cccc(F)c2)cc1 (stereo not given)
 : 7	4	-3	0.96	1	-5	0	15
6	COc1ccc(C(=O)N2CCC(C(N)=O)CC2)cc1S(=O)(=O)N1CCCC1
 : -19	8	1	0.92	0.99	1	1	5
7	CCn1c(SCC(=O)Nc2nncs2)nnc1-c1ccco1
 : -15	11	3	0.89	1	-4	10	1
8	N#C/C(N)=C(/C#N)N=Cc1cccc(Cl)c1
 : 8	5	4	0.95	0.93	7	-9	-3
9	CCN(CC)C(=O)Cn1cc(S(=O)(=O)CC(=O)N2CCCCCC2)c2ccccc21
 : 5	9	-5	0.91	1	-1	-7	0
10	Cn1ncc(Br)c1NC(=O)c1cc(Cl)cc(Cl)c1
 : 2	9	-2	0.91	1	0	-6	1
11	COc1ccccc1N1CCN(Cc2cc(=O)n3ccsc3n2)CC1
 : -11	-1	-10	1	1	0	8	-3
12	Cc1cc(S(=O)(=O)NCc2ccc(S(N)(=O)=O)cc2)c(C)s1
 : 8	-12	1	1.1	0.94	6	-6	1
13	CCOC(=O)c1cnc2c(-c3ccccc3)cnn2c1C
 : 10	9	1	0.91	0.97	3	2	0
14	COc1cc(CNCc2cc(OC)ccc2OC)cc(OC)c1
 : -16	15	-3	0.85	0.99	1	4	-5
15	CC(=O)Nc1ccc(SCC(=O)N2CCN(S(=O)(=O)c3ccccc3)CC2)cc1
 : -16	-13	2	1.1	1.1	-6	3	-1

Values in the order – PfG6PD inh	hIAP block	HKDC1 inh	hIAP act	mIAP act	mIAP block	ATG4B inhibitor	APOBEC3A inh
16	COC(=O)c1nn(-c2ccc(OC)cc2)ccc1=O
 : -4	6	5	0.94	1	-1	0	2
17	O=C(CN1CCCCC1)Nc1ccccc1
 : -16	4	-4	0.96	1.1	-10	5	-3
18	CCn1c(SCC(=O)NC2CCCc3ccccc32)nnc1-c1cccs1 (stereo not given)
 : 8	15	-4	0.85	1.1	-8	3	-1
19	COc1ccc(C)cc1S(=O)(=O)Nc1cccc(Cl)c1
 : -2	-3	1	1	1.1	-6	-4	1
20	CC(=O)N1c2ccc(S(=O)(=O)NCC3CCC(C(=O)N(C)Cc4ccccc4)CC3)cc2CC1C (stereo not given)
 : -2	-38	-2	1.4	0.97	3	0	4
21	CC(=O)Nc1ccc(C=C(C(C)=O)C(C)=O)cc1
 : -17	3	-9	0.97	0.94	6	-2	-2
22	CN1CCN(CC#CC(C)(O)C2CC3C=CC2C3)CC1 (stereo not given)
 : -11	-4	-2	1	0.96	4	-15	-4
23	Cc1cc(N2CC(C)OC(C)C2)nc2ccccc12 (stereo not given)
 : 9	-24	-5	1.2	0.97	3	-7	-1
24	O=C1CN(C(=O)CC2c3ccccc3-c3ccccc32)CC(=O)N1
 : -8	-6	-5	1.1	1	0	-1	-3
25	COc1ccc2[nH]cc(C(=O)C(=O)N3CCCCC3)c2c1
 : -5	-8	0	1.1	1.2	-18	-14	-7
26	O=C(O)CC1(CC(=O)Nc2cc(C(F)(F)F)cc(C(F)(F)F)c2)CCCCC1
 : -30	-2	5	1	0.91	9	14	-3
27	O=C(NC(=S)Nc1cccc(C(F)(F)F)c1)c1csnn1
 : 24	-4	-5	1	0.99	1	8	4
28	COc1ccccc1C(CNC(=O)C(C)(C)Oc1ccc(Cl)cc1)N1CCCC1 (stereo not given)
 : -8	6	-6	0.94	1.1	-8	-1	-1
29	Cc1[nH]n(-c2ccccc2)c(=O)c1/C=N/c1nn[nH]n1
 : -2	3	-4	0.97	1.1	-6	0	0
30	CCN1CCN(C(c2cccs2)C(C)NC(=O)C(C)C)CC1 (stereo not given)
 : -15	-3	5	1	0.99	1	0	0

Values in the order – PfG6PD inh	hIAP block	HKDC1 inh	hIAP act	mIAP act	mIAP block	ATG4B inhibitor	APOBEC3A inh
31	Cc1ccc(SC(C)C(=O)Nc2ccccc2C(=O)N2CCOCC2)cc1 (stereo not given)
 : -8	6	1	0.94	1	0	-2	-2
32	Cc1sc(NC(=O)CN2CCCC2)nc1-c1ccc2c(c1)CCN2C(=O)c1cccc(F)c1
 : 14	-10	1	1.1	0.83	17	4	-4
33	CSC1=NCCN1S(=O)(=O)c1ccc2ccccc2c1
 : 1	-12	-7	1.1	1.1	-5	-4	1
34	Cc1nn(-c2ccc(F)cc2)c2sc(C(=O)N3CCCCCC3)cc12
 : -2	-6	-5	1.1	1	0	11	-5
35	CCOc1cc(/C=C2/C(=N)N3C(=NC2=O)SN=C3S(=O)(=O)C(C)C)ccc1OC(=O)c1ccco1
 : -19	8	13	0.92	0.73	27	7	-4
36	O=C(CSc1nnc(-c2ccccn2)n1Cc1ccco1)Nc1ccc2c(c1)OCO2
 : 16	-5	0	1.1	0.95	5	-2	3
37	CCc1cccc(CC)c1NC(=O)COC(=O)c1cccc(-c2ccc(OC(C)=O)cc2)c1
 : -11	-11	-6	1.1	1.1	-12	-2	-1
38	Cn1c(=O)n(C)c2cc(S(=O)(=O)Nc3ccccc3)ccc21
 : -7	1	-4	0.99	0.95	5	-6	0
39	CN1CCC(N(C)C(=S)Nc2ccc(SC(F)F)cc2)CC1
 : 5	18	-12	0.82	0.87	13	-4	-4
40	CC(C)c1ccccc1NC(=O)COC(=O)Cc1cccc(C(F)(F)F)c1
 : -4	-3	-6	1	1.1	-14	-1	-2
41	O=C(CN1CCN(C2CCCCC2)CC1)c1c[nH]c2ccccc12
 : -13	8	-2	0.92	1	-1	-9	51*
42	Cc1cc(C)cc(N(CC(=O)NC(C)(C)C)C(=O)CCC(=O)Nc2ccccn2)c1
 : -7	-9	-8	1.1	0.93	7	-1	-7
43	CN1CCN(C(=O)C2=C[C@@H](c3ccccc3)C[C@@H](OCCCCO)O2)CC1
 : -2	-19	-7	1.2	1	-2	4	-4
44	CCCCC(CC)C(=O)Nc1ccc(S(=O)(=O)N2CCCC2)cc1 (stereo not given)
 : 3	4	-2	0.96	1.3	-26	-4	-2
45	COc1ccc(NC(=O)N(Cc2cccs2)Cc2cc3cc4c(cc3[nH]c2=O)OCO4)cc1
 : .	-14	.	1.1	1	-4	.	1

Values in the order – PfG6PD inh	hIAP block	HKDC1 inh	hIAP act	mIAP act	mIAP block	ATG4B inhibitor	APOBEC3A inh
46	Cc1ccc(C(=O)CNc2ccc(C)cc2C)cc1
 : -11	-29	-5	1.3	1	0	4	0
47	O=C(CCCN1C(=O)c2ccccc2C1=O)N1CCC(c2ccccc2)C1 (stereo not given)
 : -3	12	-1	0.88	0.91	9	-3	1
48	COc1ccc(N2CCN(C(=S)Nc3ccccc3)CC2)cc1
 : -16	2	-8	0.98	1.2	-16	-2	-5
49	O=C(NCc1ccccc1)C1(C(F)(F)F)C/C(=C/CCO)CCCO1 (stereo not given)
 : 15	7	-5	0.93	0.97	3	-1	-4
50	CN1CCN(NC(=O)c2cc(-c3cccc(Cl)c3)nc3ccccc23)CC1
 : 1	15	-2	0.85	1	-2	-9	2
51	CCNC(=O)Oc1ccc[nH]c1=O
 : 16	10	6	0.9	0.9	10	-9	-2
52	O=C1c2ccccc2C(=O)N1CCc1csc(-c2ccc(F)cc2)n1
 : -9	2	5	0.98	1	-1	13	-4
53	O=C(c1ccc(Cn2c(=S)[nH]c3cc4c(cc3c2=O)OCO4)cc1)N1CCN(c2ncccn2)CC1
 : .	-12	.	1.1	0.92	8	.	-1
54	c1cc(-n2cnnn2)ccc1NC1=NCCC1
 : 12	-21	-5	1.2	1.1	-13	-16	-3
55	O=C1CCCCN1CC(=O)N1CCCC(Nc2ccc(F)cc2)C1 (stereo not given)
 : 15	-42	5	1.4	0.56	44*	9	-4
56	Cc1ccc(-n2nnnc2-c2cnc(-c3cccnc3)nc2C(F)(F)F)cc1
 : 3	-2	4	1	0.93	7	-23	-3
57	CCOc1ccc(NS(=O)(=O)c2cc3c(cc2C)N(C)CCO3)cc1
 : 2	6	7	0.94	1.1	-7	5	-6
58	CCCCOc1ccc(N2CC(C(=O)NCCc3ccc(OC)c(OC)c3)CC2=O)cc1 (stereo not given)
 : 7	-11	-7	1.1	1	-3	-11	-3
59	CN(CC(=O)Nc1ccc(F)c(F)c1F)C(=O)C1CCCCC1
 : -2	-4	-3	1	1	-1	-1	-3
60	Cc1cc(Br)ccc1NC(=O)CNC(=O)CNc1cccc([N+](=O)[O-])c1
 : -1	7	6	0.93	0.95	5	3	-2

Reprinted at random: 2 entries already listed
Values in the order – PfG6PD inh	hIAP block	HKDC1 inh	hIAP act	mIAP act	mIAP block	ATG4B inhibitor	APOBEC3A inh
59	CN(CC(=O)Nc1ccc(F)c(F)c1F)C(=O)C1CCCCC1
 : -2	-4	-3	1	1	-1	-1	-3
58	CCCCOc1ccc(N2CC(C(=O)NCCc3ccc(OC)c(OC)c3)CC2=O)cc1 (stereo not given)
 : 7	-11	-7	1.1	1	-3	-11	-3

Carrying on:
Values in the order – PfG6PD inh	hIAP block	HKDC1 inh	hIAP act	mIAP act	mIAP block	ATG4B inhibitor	APOBEC3A inh
61	CC1CCCC(C)N1/N=C/c1ccc(C#N)cc1 (stereo not given)
 : 1	7	-7	0.93	0.93	7	-1	1
62	CC(NS(=O)(=O)c1ccc(Br)s1)c1ccccc1 (stereo not given)
 : 4	11	5	0.89	1	-3	-1	2
63	CCCN1CCN(S(=O)(=O)c2cn(C)nc2C)CC1
 : 3	2	-5	0.98	1.1	-6	-1	5
64	CCN1CCN(c2nc(-c3ccccc3Cl)nc3ccccc23)CC1
 : 8	6	-5	0.94	0.97	3	5	-5
65	COc1ccc(OCCCC(=O)OCC(=O)Nc2ncc(Cl)cc2Cl)cc1
 : -5	-4	8	1	1.1	-9	-7	8
66	CCCC(=O)c1ccc(N2CCCC2)c(F)c1
 : -4	22	6	0.78	0.95	5	-5	-1
67	O=C(NNC(=O)c1cccnc1)Nc1ccc(Cl)c(Cl)c1
 : -6	-20	5	1.2	0.99	1	-11	3
68	CC(=O)Nc1cc(C(=O)OCC(=O)c2ccc(C)cc2)ccc1C
 : -15	3	15	0.97	0.96	4	-4	-4

Screening data deposited in PubChem by Sanford-Burnham Center for Chemical Genomics.
